# miR-122 sensor: miR-122 Renilla sensor signal increase in Huh7, primary screen, miR-122 inhibitor project, cell-based, single point, plate reader. Huh7 miR-122 Renilla luciferase sensor, 48 h; neutral wells = 0, positive control = 100. activation (reporter increase), % at 12.5 µM. 340,000 tested, 0.3% active. AID 602342, 2012;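 active = mean replicate activation score at least 90 and every replicate individually at or above 90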;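 also: higher luciferase means less miR-122 activity so hits act as miR-122 inhibitors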
# INS-1E GSIS act: GLuc luminescence reporter in INS-1E cells, primary screen for activators of glucose-dependent secretion of insulin; INS-1E GLuc reporter insulin secretion, 2-3 h; activation, % at 16.6 µM; 370,000 tested, 0.61% active;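 active = lowest replicate activation of at least 40%, so every replicate reaches that level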;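 also: 0% = median of neutral control wells and 100% = median of IBMX positive control wells; some compounds called inactive have numbers as strong as hits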
# An asterisk follows results filed as active. These rows are one share of the data; count on the stated rates, not on these rows.
miR-122 sensor	INS-1E GSIS act	Structure
-1	45	CC(C)NC(=O)NS(=O)(=O)c1cnccc1N1CCCCC1
21	12	COc1cc(C2C3=C(CC(c4ccco4)CC3=O)Nc3ccccc3N2C(C)=O)cc(OC)c1OC (configuration not stated)
-5	-16	O=C(COC(=O)C1Cc2ccccc2CN1C(=O)c1ccccc1Cl)Nc1ccc(N2CCOCC2)cc1 (configuration not stated)
5	-39	CCc1cc(=O)oc2cc(OC(C)=O)cc(OC(C)=O)c12
42	-10	CSc1nnc(-c2sc3cc(C(F)(F)F)cnc3c2-c2ccccc2)n1C
-4	-26	CC1=C(C(=O)OCc2ccccc2)C(c2ccccc2OC(F)F)NC(=O)N1 (configuration not stated)
5	5	COc1cccc(NC(=O)Nc2cccs2)c1
6	-10	O=C1c2oc3ccc(Cl)cc3c(=O)c2C(c2cccc(Br)c2)N1CCO (configuration not stated)
-6	13	CC1=NN(C(=O)Cc2ccc(C)cc2)C(O)(c2cccnc2)C1 (configuration not stated)
7	12	CC(=O)Nc1nonc1C(=O)N1CCC(C)CC1
-7	-3	O=C(NCc1ccco1)c1ccc2c(c1)C(=O)c1ccccc1-2
-3	14	CNc1oc(C)nc1S(=O)(=O)c1ccc(C)cc1
0	2	CCOc1cccc2cc(C(=O)N3CCc4ccccc43)c(=O)oc12
4	10	CCOC(=O)c1c(C)n(C)c2c(C)cc(O)c(OC(C)=O)c12
-1	-6	O=C(CNc1ccc(C(F)(F)F)cc1[N+](=O)[O-])OCC(=O)c1ccccc1
2	23	COC(=O)C1=NN(C(=O)c2ccccc2)C(C)(O)C1 (configuration not stated)
-7	5	COc1ccccc1NS(=O)(=O)N(C)C
3	28	C=CCNC(=O)c1nn2cccnc2c1Cl
2	-5	CCN(CC)S(=O)(=O)c1cccc(-c2cn3cc(C)ccc3n2)c1
-9	10	O=C(Cc1cccs1)Nc1ccc(C(=O)O)cc1

# Laid out differently: entries from further up.
CNc1oc(C)nc1S(=O)(=O)c1ccc(C)cc1
  miR-122 sensor: -3
  INS-1E GSIS act: 14
CCOc1cccc2cc(C(=O)N3CCc4ccccc43)c(=O)oc12
  miR-122 sensor: 0
  INS-1E GSIS act: 2
CCOC(=O)c1c(C)n(C)c2c(C)cc(O)c(OC(C)=O)c12
  miR-122 sensor: 4
  INS-1E GSIS act: 10
O=C(CNc1ccc(C(F)(F)F)cc1[N+](=O)[O-])OCC(=O)c1ccccc1
  miR-122 sensor: -1
  INS-1E GSIS act: -6

# Next part
miR-122 sensor	INS-1E GSIS act	Structure
-2	5	CSc1ccc(Cl)c(C(=O)NC2CCCC2)c1
1	9	C=CCNc1nc(Nc2ccc(OC)cc2)nc(OC)n1
-3	8	CCOC(=O)N1CCC2(CC1)CC(=O)c1c(ccc3oc(C(=O)O)c(C)c13)O2
-6	-5	CC(O)(C#CCN1CCCC1)c1ccccc1 (configuration not stated)
-3	-9	CCC(=O)NC(=S)Nc1cccc(NC(=O)c2ccccc2Cl)c1
4	-13	Cc1ccc(SCC(=O)c2sc(-c3ccccc3)nc2C)cc1
5	1	O=[n+]1c2c(n([O-])c3c1CCCC3)CCCCC2
10	-7	O=S(=O)(c1ccc(F)cc1)N1CC2CCCN2c2ccc(C(F)(F)F)cc21 (configuration not stated)
-3	-12	CCOC(=O)c1ccc(NC(=O)CNS(=O)(=O)c2ccccc2)cc1
-1	-5	Cc1ccc(NC(=O)c2c(C)noc2C)cc1
8	-8	CCOC(=O)c1c(NC(=O)Cn2nc(C(F)F)cc2C(F)F)sc(C)c1C
0	-3	CN(C)Cc1cc(CCNC(=O)c2ccc(Cl)cc2)ccc1O
6	23	Cc1nnc(SCCC#N)n(CCC#N)c1=O
-6	32	Cc1ccc(NC(=O)c2ccccc2CCc2ccccc2)c(C)c1
2	-1	CSc1ccc(/C=N\NC(=O)CNc2ccc(C)cc2)cc1
-2	19	CSc1ccccc1C(=O)NCCSc1ccccc1
2	2	COc1ccc(C(c2c(C)[nH]n(-c3ccccc3)c2=O)c2c(C)[nH]n(-c3ccccc3)c2=O)cc1OC
-6	4	O=C(CSc1ncnc2nc[nH]c12)N1CCOCC1
-4	7	CCCCCC1CC(=O)N(Cc2ccccc2)C(=O)N1 (configuration not stated)
2	8	COCCNC(=O)C(c1ccc(C)o1)N(Cc1cccs1)C(=O)c1snc(C(N)=O)c1N (configuration not stated)

# Continued:
miR-122 sensor	INS-1E GSIS act	Structure
-2	2	Cn1cnnc1SCC(=O)OCN1C(=O)c2ccccc2C1=O
-3	-3	Cc1ccc(C)c(NC(=O)C2CCCN2C(=O)OC(C)(C)C)c1 (configuration not stated)
3	5	NC(=O)c1ccc(-n2nnnc2SCC(=O)Nc2ccc(N3CCOCC3)c(Cl)c2)cc1
0	-10	COc1ccc(-c2nsc3c(N4CCN(S(=O)(=O)c5ccccc5F)CC4)ncnc23)cc1
-4	5	C=C1CSc2nc(=O)c3c(C)c(C)sc3n21
3	-1	Cc1cccc(OCC(=O)Nc2ccc(N3CCCC3)cc2)c1C
-4	-45	Fc1ccc(Oc2cc(N3CCOCC3)nc(-c3ccccc3)n2)c(F)c1
-3	0	COc1ccc(C(=O)NC(=S)Nc2ccc(N3CCCC3)cc2)cc1OC
11	-11	N#Cc1c(-c2ccccc2)ccn(Cc2cccc(Cl)c2)c1=O
-2	42	COc1cccc(CNc2nc3nc(C)cc(=O)n3[nH]2)c1
5	6	CCCOc1ccccc1-c1nc2c([nH]1)c(=O)[nH]c(=O)n2C
-9	16	CCc1nc2ccccc2n1CC(=O)N(C(C)CC)C1CCS(=O)(=O)C1 (configuration not stated)
13	-1	O=C(CNC(=O)c1ccco1)OCC(=O)c1cccc2ccccc12
-3	9	Cn1c(=O)c2c(nc(CN3CCc4ccccc4C3)n2Cc2ccc(Cl)cc2)n(C)c1=O
-5	1	C/C(=N\NC(=O)CC1N=C(Cc2ccccc2)NNC1=O)c1ccc(C)cc1 (configuration not stated)
-5	1	CCOC(=O)c1sc(NC(=O)CSc2nc3c(c(-c4ccc(OC)cc4)c2C#N)CCCC3)c(C#N)c1C
3	-18	O=c1ccc(/C=C/c2ccccc2)nn1Cc1ccccc1
-6	2	COCCNC(=S)Nc1ccc2nc(N3CCCC3)cc(C)c2c1
-4	3	CC(C)Nc1c(N)c(=O)oc2ccccc12
5	-16	COc1cc(-n2nc(C)c3c2OC(N)=C(C#N)C3c2ccccc2)c(Cl)c(Br)c1O (configuration not stated)

# Gathered by group: the compounds so far containing fluorine (seven)
miR-122 sensor	INS-1E GSIS act	Structure
42	-10	CSc1nnc(-c2sc3cc(C(F)(F)F)cnc3c2-c2ccccc2)n1C
-4	-26	CC1=C(C(=O)OCc2ccccc2)C(c2ccccc2OC(F)F)NC(=O)N1 (configuration not stated)
-1	-6	O=C(CNc1ccc(C(F)(F)F)cc1[N+](=O)[O-])OCC(=O)c1ccccc1
10	-7	O=S(=O)(c1ccc(F)cc1)N1CC2CCCN2c2ccc(C(F)(F)F)cc21 (configuration not stated)
8	-8	CCOC(=O)c1c(NC(=O)Cn2nc(C(F)F)cc2C(F)F)sc(C)c1C
0	-10	COc1ccc(-c2nsc3c(N4CCN(S(=O)(=O)c5ccccc5F)CC4)ncnc23)cc1
-4	-45	Fc1ccc(Oc2cc(N3CCOCC3)nc(-c3ccccc3)n2)c(F)c1

# Profiles, looked up by structure. Values in the order: miR-122 sensor | INS-1E GSIS act
# CCc1nc2ccccc2n1CC(=O)N(C(C)CC)C1CCS(=O)(=O)C1 (configuration not stated) is listed as -9 | 16
# C/C(=N\NC(=O)CC1N=C(Cc2ccccc2)NNC1=O)c1ccc(C)cc1 (configuration not stated) is listed as -5 | 1

# Going on with the list.
miR-122 sensor	INS-1E GSIS act	Structure
-3	-25	C=CCn1c(COc2ccccc2)nnc1SCc1ccc(C#N)cc1
68	-25	Cc1ccccc1NC(=S)NCCC(c1ccccc1)c1ccccc1
-8	28	CC(C)/C=C1\CCCCC1N(C)C(=O)NC(C)C (configuration not stated)
1	8	O=C(O)c1cc(S(=O)(=O)Nc2ccccc2C(=O)O)ccc1O
-4	11	COc1ccc(OC)c(NC(=O)COc2ccc(S(=O)(=O)NC(C)C)cc2)c1
0	5	COc1ccc(S(=O)(=O)NC(C)C(=O)Nc2ccccc2C(F)(F)F)cc1 (configuration not stated)
-4	2	Cc1c(/C(O)=C2\C(=O)C(=O)N(CCN(C)C)C2c2cccnc2)cnn1-c1ccccc1 (configuration not stated)
-7	23	C/C(=N\NC(=O)CSc1nc2nc(C)cc(C)n2n1)c1ccccc1
-9	5	CCCCOc1ccc(-c2c(C#N)c(N)nc(SCC(N)=O)c2C#N)cc1
2	-10	CCN1C(=O)CC(N2CCC(Nc3ccc(F)cc3)CC2)C1=O (configuration not stated)
-2	-6	O=C(c1cc2ccccn2n1)N1CCN(c2cccc(C(F)(F)F)c2)CC1
-2	-5	CC(C)(C)C(=O)Cn1ncc(NC2CC2)c(Br)c1=O
-5	-11	COCCN(CCOC)c1ncc(Cl)c(C(=O)c2c(C)cc3ccccn23)n1
-5	50	COc1ccc(-n2cnc3sc(-c4ccccc4)cc3c2=O)cc1
1	-8	CCCc1cc(=O)n2[nH]c(C)c(-c3ccccc3)c2n1
-7	-8	c1ccc(-c2cn3nc4c(nc3n2)CCCC4)cc1
-5	-18	O=C1c2ccsc2SCCN1Cc1cccc(Cl)c1
0	7	COC(=O)N(C)c1nc2ccccc2s1
-5	-1	O=C(CSc1nnc(C2COc3ccccc3O2)o1)N1CCCc2ccccc21 (configuration not stated)
-3	20	CC(=O)C1=C(O)C(=O)N(Cc2cccnc2)C1c1ccc(Cl)cc1Cl (configuration not stated)

# New compounds follow
miR-122 sensor	INS-1E GSIS act	Structure
-5	77*	CC(C)Sc1nc2c(c(=O)[nH]c(=O)n2C)n1Cc1ccc(Cl)cc1
2	-17	Cc1ccc(S(=O)(=O)NCC(=O)OC2CCOC2=O)cc1 (configuration not stated)
10	1	O=C(c1cnn2c(C(F)F)cc(C3CC3)nc12)N1CCc2ccccc2C1
4	-16	Nc1c(C(O)(C(F)(F)F)C(F)(F)F)ccc2ccccc12
2	27	CCCn1c(=O)c2c(c3ccccc31)OC(C)C(=O)N2 (configuration not stated)
-3	5	Cc1ccc(S(=O)(=O)CCC(=O)Nc2nccs2)cc1
-3	-18	Cc1cccc(NC(=S)N(CCCN2CCOCC2)Cc2cn(C)c3ccccc23)c1
-17	-19	CC1=NN(c2nc3ccccc3[nH]2)C(=O)C1Cc1ccccc1 (configuration not stated)
3	3	CCc1cc2c(=O)n(-c3ccccc3)c(=S)[nH]c2s1
-3	-4	Cc1nn(Cc2ccccc2)c(C)c1NC(=O)CSc1nc(-c2ccccc2)nc2c1cnn2-c1ccccc1
5	-12	Cc1ccc(Cl)cc1N1CCN(Cc2nnnn2Cc2ccco2)CC1
1	0	COc1ccc(-c2cc3ccccc3n2CC(O)CN2CCOCC2)cc1 (configuration not stated)
16	-1	CC1CCCC(C)N1C(=O)c1cc(-c2cccs2)on1 (configuration not stated)
-2	-24	COc1cccc(N2CCN(CC(=O)Nc3nc4c(s3)CC(C)CC4)CC2)c1 (configuration not stated)
-1	-8	CCOC(=O)C1C(=O)N(C(=O)c2ccc(OC)cc2)CC1c1ccccc1 (configuration not stated)
17	-4	CCOC(=O)c1c(C)c(C(=O)Nc2cc(OC)ccc2OC)c(C)n1CC
4	17	c1cc2c(cc1CN1CCOCC1)OCO2
4	8	CCOc1ccc(-c2cc(C(=O)N3CCN(C)CC3)c3ccccc3n2)cc1
-2	4	Clc1ccc(SCCCCn2cncn2)cc1
0	9	Cc1ccc(S(=O)(=O)O/N=C2/CCCc3occc32)cc1

# Carrying on:
miR-122 sensor	INS-1E GSIS act	Structure
-11	-2	CS(=O)(=O)Nc1ccc(C(=O)NCc2ccccn2)cc1
0	5	N#Cc1cn(CC(=O)N2CCc3ccccc3C2)c2ccccc12
1	2	O=C(c1ccc2ccccc2n1)N1CCN(c2ccccc2O)CC1
8	41	CCN(CC)c1ncnc2ccc(Br)cc12
-10	-5	CCc1nnc(NC(=O)c2cc(-c3ccccc3)nn2-c2ccccc2)s1
5	8	CC(C)=CCC/C(C)=C/CN(CC(C)O)CC(C)O (configuration not stated)
-1	-10	CN(C)c1ccc(/C=C/c2ccc3ccccc3n2)cc1
-13	6	CSCC[C@H](NC(=O)CCNC(C)=O)c1nc2ccccc2[nH]1
-5	38	CCCCCn1c(=O)[nH]c2c(c1=O)CCC2
3	12	CCN(CC(=O)NC1CCS(=O)(=O)C1)c1nc(-c2ccccc2)nc2ccccc12 (configuration not stated)
-1	4	CC(=O)c1noc(C)c1C(=O)Nc1nccs1
0	-25	O=C(Nc1ccccc1)OCCNC(=O)c1cccc(Cl)c1
2	-1	Cn1cnnc1SCC(=O)c1ccc2c(c1)OCO2
-3	-19	CCOC(=O)c1c(N)sc(-c2ccccc2)c1C
2	19	CC(=O)Nc1c(O)nc(SCC(=O)Nc2sc3c(c2C#N)CCCCCC3)[nH]c1=O
-3	2	CCN1CCN(c2nc3c(c(=O)n(C)c(=O)n3C)n2Cc2cccc3ccccc23)CC1
0	3	CN(C)c1ccc(C(c2nnnn2C(C)(C)C)N2CCN(C(=O)c3ccco3)CC2)cc1 (configuration not stated)
1	18	COc1ccccc1C(c1nnnn1C(C)(C)C)N1CCN(Cc2ccncc2)CC1 (configuration not stated)
-5	-4	N/C(Cc1cccs1)=N\OC(=O)COc1ccccc1Cl
11	-4	COc1ccccc1C1C2=C(N=C3SCC(=O)N31)c1ccccc1CC2 (configuration not stated)
-3	-15	CCCCN1C(=O)C(O)=C(C(C)=O)C1c1ccc(OC)cc1OC (configuration not stated)
1	-6	Cc1ccc(NC(=O)CC2S/C(=N/c3nccs3)N(C)C2=O)c(C)c1 (configuration not stated)
46	-34	COC(=O)Nc1ccc(S(=O)(=O)N2c3ccccc3CCC2C)cc1 (configuration not stated)

# Source: PubChem (Broad Institute)
